Screening results as filed in PubChem.
GDH-TPI counter: GDH-TPI coupling enzyme inhibitors, primary screen, artefact control for M. tuberculosis FBA inhibitor project, biochemical, absorbance, full deck. GDH-TPI coupled enzyme counterscreen, NADH absorbance. AID 588335, 2011. actives 1.2% (n = 360,000). inhibition, % at 4.8 µM;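 also: 0% = DMSO wells and 100% = wells lacking the enzyme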
Mtb FBA inh: Mtb FBA enzyme inhibitors, primary screen, biochemical, fluorescence, strain H37Rv; Fructose-bisphosphate aldolase (Mycobacterium tuberculosis (strain ATCC 25618 / H37Rv)), …; purified M. tuberculosis FBA, fluorescence read-out; inhibition, % at 1 µM; actives 2.3% (n = 360,000); in the data active = inhibition above about 27%;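 also: 0% = vehicle and 100% = reference inhibitor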
Target sequence (P9WQA3 whole entry, looked up): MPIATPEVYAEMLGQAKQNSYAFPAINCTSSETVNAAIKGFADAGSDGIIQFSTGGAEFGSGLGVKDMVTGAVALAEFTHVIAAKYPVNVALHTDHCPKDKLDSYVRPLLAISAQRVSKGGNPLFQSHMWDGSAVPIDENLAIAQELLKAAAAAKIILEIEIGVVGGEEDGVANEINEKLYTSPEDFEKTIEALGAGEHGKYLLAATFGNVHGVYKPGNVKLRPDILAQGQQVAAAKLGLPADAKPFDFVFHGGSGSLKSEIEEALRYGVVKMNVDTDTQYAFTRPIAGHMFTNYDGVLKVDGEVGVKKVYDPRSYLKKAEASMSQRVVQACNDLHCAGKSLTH
Mtb UGM inh: M. tuberculosis UGM enzyme inhibitors, primary screen, biochemical, fluorescence polarization, single point. UDP-galactopyranose mutase (Mycobacterium tuberculosis (strain ATCC 25618 / H37Rv)), …. purified UGM, fluorescence polarization probe displacement. inhibition, % at 10 µM. actives 0.06% (n = 320,000). AID 504406, 2011; in the data active = inhibition above about 10%, passing the limit was not always enough; inconclusive = no clear call, values can overlap the other calls
Target sequence (P9WIQ1 whole entry, looked up): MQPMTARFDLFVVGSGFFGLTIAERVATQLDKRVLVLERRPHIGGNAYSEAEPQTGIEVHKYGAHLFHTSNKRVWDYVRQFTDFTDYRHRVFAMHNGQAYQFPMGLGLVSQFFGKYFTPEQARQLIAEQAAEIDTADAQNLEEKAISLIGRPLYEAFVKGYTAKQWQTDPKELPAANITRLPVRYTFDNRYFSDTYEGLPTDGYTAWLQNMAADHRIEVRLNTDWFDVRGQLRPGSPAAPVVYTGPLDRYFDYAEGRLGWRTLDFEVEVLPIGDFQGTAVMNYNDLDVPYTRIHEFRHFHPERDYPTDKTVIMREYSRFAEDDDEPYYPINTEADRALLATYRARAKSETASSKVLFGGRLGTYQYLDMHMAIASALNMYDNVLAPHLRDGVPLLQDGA
BoNT-F LC inh: BoNT/F light chain protease inhibitors, primary screen, biochemical, flow cytometry, MLPCN library; Multiplex microsphere protease cleavage assay; inhibition, % at 10 µM; actives 0.22% (n = 360,000); Botulinum neurotoxin type F light chain protease (Clostridium botulinum); in the data active = inhibition above about 35%, passing the limit was not always enough; inconclusive = no clear call, values can overlap the other calls; also: plate controls were buffer without enzyme for full effect and enzyme alone for no effect
FadD28 binding: inhibitors of FadD28 bisubstrate probe binding, primary screen, biochemical, fluorescence polarization, single point. inhibition, % at 12.5 µM. AID 588549, 2011. actives 0.22% (n = 360,000); in the data active = inhibition above about 8.5%, passing the limit was not always enough; inconclusive = no clear call, values can overlap the other calls
VHR inh abs: VHR1 phosphatase inhibitors, primary screen, biochemical, absorbance, uHTS. Dual specificity protein phosphatase 3 (Homo sapiens), P51452. recombinant VHR phosphatase, pNPP absorbance. inhibition, % at 13.3 µM. actives 0.52% (n = 290,000). AID 1654, 2009; in the data active = inhibition above about 50%; also: some compounds called inactive have numbers as strong as hits
Target sequence (P51452 whole entry, looked up): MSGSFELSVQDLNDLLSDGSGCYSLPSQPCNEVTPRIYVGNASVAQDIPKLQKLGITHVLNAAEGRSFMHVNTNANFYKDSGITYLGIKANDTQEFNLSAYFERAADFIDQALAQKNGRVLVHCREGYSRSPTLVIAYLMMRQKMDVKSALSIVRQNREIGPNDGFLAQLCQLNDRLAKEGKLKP
Rv3671c inh: Rv3671c serine protease inhibitors, primary screen, biochemical, fluorescence polarization, M. tuberculosis H37Rv; AID 2606, 2010; actives 0.048% (n = 320,000); inhibition, % at 5.96 µM; P9WHR9; in the data active = inhibition above about 38%;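 also: extracellular domain of Rv3671c used as enzyme; 0% = enzyme with DMSO and 100% = no enzyme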
MazEF act: activators of E. coli MazEF toxin-antitoxin RNase, primary screen, biochemical, fluorescence, uHTS. activation, % at 20 µM. Endoribonuclease toxin MazF (Escherichia coli (strain K12)), P0AE70. actives 0.32% (n = 350,000). FAM/BHQ RNA-DNA oligo cleavage fluorescence, 5 h; in the data active = activation above about 50%
Target sequence (P0AE70 whole entry, looked up): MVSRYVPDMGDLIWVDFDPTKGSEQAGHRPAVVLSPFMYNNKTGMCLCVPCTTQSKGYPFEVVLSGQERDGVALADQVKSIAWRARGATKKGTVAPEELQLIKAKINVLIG
BioA inh: M. tuberculosis BioA enzyme inhibitors, primary screen, biochemical, plate reader, single point, HTS | inhibition, % at 9.99 µM | actives 0.096% (n = 360,000) | AID 602481, 2012 | purified M. tuberculosis BioA enzyme; in the data active = inhibition above about 40%; inconclusive = no clear call, values can overlap the other calls
CCHF vOTU inh: CCHFV vOTU protease inhibitors, primary screen, biochemical, Pep-AMC substrate, fluorescence | inhibition, % at 11.5 µM | actives 0.55% (n = 370,000) | AID 651958, 2012; also: 0% = vehicle wells with enzyme and 100% = no enzyme wells
* = called active by the depositor; ? = inconclusive; . = no result given; & = joins results of further samples. Rule as the data show it, unless noted: active = inhibition above about 30%; inactive = the rest.

Values run as follows: GDH-TPI counter	Mtb FBA inh	Mtb UGM inh	BoNT-F LC inh	FadD28 binding	VHR inh abs	Rv3671c inh	MazEF act	BioA inh	CCHF vOTU inh
> Cc1ccc(S(=O)(=O)N2CCN(C(=O)c3ccc(N4CCCC4)c([N+](=O)[O-])c3)CC2)cc1
  8.0	3.1	-1.0	-7.6	-2.5	14.5	0.9	5.5	-5.0	6.3
> Cn1c(SCC(=O)NCCc2ccccc2)ncc(C(=O)Nc2ccccc2)c1=O
  -3.9	-4.0	-0.1	-5.8	-3.5	.	7.1	-35.5	-0.8	-0.2
> CSc1ccccc1OCc1cc(C(=O)N(C)CC2COCCO2)no1 (stereo not drawn)
  -4.1	-3.4	0.8	2.3	-3.5	-17.1	7.1	1.3	2.1	-4.2
> CSc1ccc(CN2C(=O)NC3(CCCCCC3)C2=O)cc1
  2.8	6.5	1.8	4.2	-2.3	8.5	-3.8	-2.9	.	17.4
> Cc1ccc(-c2nnc(-c3ccc4c(c3)OCO4)o2)cc1
  11.2	27.0*	-2.1	-2.2	-2.9	33.4	5.4	1.1	-0.4	-3.9
> CCCS(=O)(=O)Nc1ccc(Nc2c3ccccc3nc3ccccc23)c(OC)c1
  7.8	20.4	.	-2.9	0.0	.	.	14.1	.	-45.7
> CCCCCCn1c(=O)n2n(c1=O)[C@@H]1CN(S(=O)(=O)c3ccc(C)cc3)C[C@]1(O)[C@@H](OC(=O)Nc1cccs1)C2
  1.4	0.0	.	-3.6	-4.8	.	.	1.3	-3.1	33.9*
> O=C(Cc1ccc(Cl)cc1)Nc1ccc(NC(=O)c2ccccc2)cc1
  6.5	5.6	1.4	21.5	-2.7	20.9	2.6	14.5	.	-8.5
> CCOc1ccc(S(=O)(=O)NCCC(=O)OCC(=O)N2CC(=O)Nc3ccccc32)cc1
  -5.8	1.6	1.4	-0.2	0.7	7.2	1.5	2.8	-0.4	3.5
> CNC(=S)N(C)c1ccccc1
  -5.2	-1.1	3.7	-13.0	-2.6	1.0	7.6	-4.5	0.0	-15.6
> COc1ccccc1C1CCN(c2ccc(CO)cc2[N+](=O)[O-])CC1
  -3.4	3.3	-2.2	?	-2.3	4.3	10.0	5.9	0.3	3.6
> O=C(COc1ccccc1)Nc1nnc(S(=O)(=O)N2CCCCCC2)s1
  12.2	5.5	-0.4	5.8	0.0	17.3	5.4	4.8	-0.3	5.8
> CCc1cccc(C)c1NC(=O)COC(=O)Cc1ccccc1
  4.5	-2.8	.	-13.5	-1.8	.	.	4.7	-2.4	-6.6
> NC1=NS(=O)(=O)NC1c1ccc(F)cc1 (stereo not drawn)
  -2.5	-1.0	-0.4	-2.0	-4.5	-3.1	-1.4	-7.7	.	-3.8
> CC1(C)CC(=O)C=C(NCCN2CCN(C(=O)Cc3ccc(Cl)cc3)CC2)C1
  5.0	-0.2	-0.9	4.5	-0.9	25.4	1.6	-0.3	0.5	12.1
> COc1ccc(CCNC(=O)Cn2nnc(-c3cccs3)n2)cc1OC
  4.9	1.1	2.2	-4.5	-1.0	25.0	-1.9	-2.1	.	-9.8
> CCOc1ccc(OCC)c(S(=O)(=O)NNC(=O)c2c(C)nc3ccccn23)c1
  7.8	2.6	0.4	-7.2	-1.6	-7.0	-0.1	2.8	-0.6	-7.3
> CC(C)(C)N(Cc1ccccc1)C(=O)c1ccc2c(c1)OCCO2
  -5.3	3.2	-0.4	2.1	-18.6	-7.5	-1.8	0.0	.	6.3
> N#Cc1cccc(NC(=O)COC(=O)CCc2ccc(S(=O)(=O)N3CCOCC3)cc2)c1
  -4.0	-0.8	-3.5	3.2	-4.5	.	4.6	-11.7	-1.3	4.3
> COc1cc(CCNC2=CC(=O)c3ncccc3C2=O)ccc1O
  0.9	-6.9	.	-21.2	-2.9	.	.	11.2	.	73.5*
> Nc1cccnc1Oc1ccc(F)cc1F
  -12.1	2.4	0.6	-6.7	-4.8	9.6	5.3	-7.8	.	0.7
> O=C1C(=NO)CC(c2ccccc2)N1c1ccccc1 (stereo not drawn)
  -2.2	-1.9	.	-4.4	-3.8	.	.	11.1	0.0	-5.6
> COc1ccc(NS(=O)(=O)c2cccc(NC(=O)C3=NN(c4ccccc4)C(=O)CC3)c2)cc1
  -8.2	-7.0	0.1	-0.2	-7.1	12.8	-3.5	-3.0	-0.8	12.0
> CS(=O)(=O)N1CC(C(=O)NC2CCCC2)Oc2ccc(Cl)cc21 (stereo not drawn)
  3.5	5.7	-1.3	20.9	1.5	23.7	-2.3	1.8	2.9	20.8
> COc1cccc(CN2CCN(c3nc4nonc4nc3N3CCCCC3)CC2=O)c1
  27.7	-0.1	2.2	-3.4	-4.0	-4.1	3.4	5.3	.	16.7
> CN(Cc1cc2cc(F)ccc2[nH]1)Cc1nc(-c2cnccn2)no1
  1.9	1.9	-3.5	-6.1	-3.4	22.0	3.1	1.0	1.7	-5.6
> O=C(CNC(=O)c1ccc2ccccc2c1)Nc1ncccc1O
  5.3	-2.1	-0.6	-9.3	-1.8	.	-2.9	-0.9	-0.6	16.2
> Cc1ccc2c(CC(=O)N3CCN(S(=O)(=O)c4cccs4)CC3)coc2c1
  -6.0	-2.5	-0.8	19.3	-7.2	27.1	-3.8	8.0	-0.9	11.7
> CCCN(C(=O)c1c(-c2ccccc2)noc1C)c1c(N)n(Cc2ccccc2)c(=O)[nH]c1=O
  14.5	4.3	0.1	8.8	-1.6	.	-7.3	1.2	-0.1	4.4
> CCN(CC)c1ccc(/C=C2/C(=O)NC(=O)N(CC3CCCO3)C2=O)cc1 (stereo not drawn)
  39.8*	-0.8	3.8	?	-1.4	32.9	-40.5	-243.9	-9.4	17.8

Remaining list, next part:
Values run as follows: GDH-TPI counter	Mtb FBA inh	Mtb UGM inh	BoNT-F LC inh	FadD28 binding	VHR inh abs	Rv3671c inh	MazEF act	BioA inh	CCHF vOTU inh
> CCOc1ccc(S(=O)(=O)N(CC)CC(=O)NCc2ccncc2)cc1
  0.0	1.9	-0.6	-12.1	.	11.8	5.3	7.9	-1.2	-2.0
> O=C(N/N=C/c1cccc(OC(=O)c2ccco2)c1)c1ccc(F)cc1
  4.1	0.8	3.3	-8.3	-4.9	-1.5	31.9	-4.8	3.6	-19.4
> COc1ccc(/C=N/n2c(C)cc(C)c(C(N)=O)c2=O)cc1
  10.6	3.4	-1.6	4.8	-0.5	3.0	5.7	-3.8	-1.9	-15.3
> CCC(=O)NCc1cc(-c2nn(C)c(=O)c3ccccc23)ccc1C
  9.2	-0.5	1.1	4.3	-2.0	-1.7	-5.3	9.9	0.5	-0.8
> CCOC(=O)[C@@H]1[C@H]2COc3ccccc3[C@@H]2N2C(=O)N(c3ccc(OC)cc3)C(=O)[C@@]12C
  3.4	1.6	0.0	-0.8	-2.6	12.7	7.0	11.2	2.2	10.1
> CCN(C[C@H]1N[C@@](C)(C(=O)OC)[C@H]2C(=O)N(Cc3ccccc3)C(=O)[C@@H]12)S(=O)(=O)c1ccc(C)cc1
  -4.5	-3.2	.	2.9	-2.3	.	2.8	10.0	-0.2	-7.7
> Cc1nc2ncnn2c(C)c1CCC(=O)NCc1ccccc1
  -10.9	-1.9	1.4	-5.1	-3.7	24.9	-4.8	8.0	.	-0.1
> COc1ccc(Nc2ncnc3ccc(C)cc23)cc1
  19.5	-1.4	-0.8	5.9	-0.6	4.1	7.9	10.1	2.0	3.0
> CCCOc1ccc(C2NC(=O)NC(c3ccccc3)=C2C(C)=O)cc1OCC (stereo not drawn)
  14.9	3.0	-2.3	-2.9	-1.3	10.4	11.3	-3.0	0.8	8.3
> O=C(NCCC(=O)N1CCN(c2ccccn2)CC1)c1ccc(Br)cc1
  -3.5	3.0	0.9	-14.4	-3.5	.	2.2	6.6	1.5	-5.9
> CCC(CC)NCc1ccc2c(c1)c1ccccc1n2CC
  -5.4	-0.9	-1.3	-1.6	-5.9	28.2	-1.2	20.2	.	-4.4
> CSCCC(NC(=O)CCNC(=O)c1ccccc1Cl)c1nc2ccccc2[nH]1 (stereo not drawn)
  0.0	-0.1	-1.0	2.0	.	.	2.3	-0.9	0.3	11.3
> CCOC(=O)C1CCN(C(=O)c2ccc(SC)cc2OC)CC1
  7.4	-2.6	0.2	-4.0	0.7	12.1	-4.9	-9.6	2.7	3.4
> C[C@H](CO)N1C[C@H](C)[C@@H](CN(C)S(=O)(=O)c2ccc(F)cc2)Oc2ccc(NC(=O)C3CCCCC3)cc2C1=O
  12.1	2.1	-2.1	0.2	3.1	.	-6.3	8.7	8.8&-5.5	4.8
> CC(=O)Nc1ccc2c(c1)C(=Nc1ccccc1)c1ccccc1-2
  5.3	-0.7	.	-8.9	-0.3	.	.	7.9	-1.2	7.7
> CC(=O)c1ccc2noc(-c3cccc(F)c3)c2c1
  10.7	3.1	1.9	-22.4	1.5	8.8	0.0	-6.6	0.7	14.7
> Cc1nn(-c2ncc(C(F)(F)F)cc2Cl)c(=O)n1-c1cccc(Cl)c1
  -5.0	2.9	0.8	?	-4.8	14.5	4.7	7.4	-2.8	2.4
> CCN1C(=O)C(CC(=O)Nc2ccccc2)N(Cc2ccccn2)C1=S (stereo not drawn)
  10.3	8.1	0.5	.	-0.8	20.7	5.7	-2.7	.	-7.5
> Cc1cc(OC(=O)N2CCOCC2)cc(C)c1Cl
  -2.2	-0.7	1.8	-0.7	-2.8	7.2	-5.8	-0.9	-2.5	7.0
> Cc1ccc[n+](CC(=O)Nc2cccc([N+](=O)[O-])c2)c1
  1.3	2.2	-1.3	0.4	0.7	11.8	10.9	2.0	.	-12.8
> Cc1cccc2sc(N(CCCN(C)C)C(=O)c3ccc(C(=O)c4ccccc4)cc3)nc12
  -7.9	1.7	-1.3	3.2	-22.2	-9.3	-10.4	13.4	-1.2	16.3&2.1
> C=CCNC(=O)c1ccc2nc(Cc3ccc(OC)cc3)oc2c1
  2.5	1.0	-1.5	?	-1.1	.	-10.0	3.3	1.4	-5.7
> CC(C)(C)CC(=O)NC(=S)Nc1ccccc1C(F)(F)F
  -4.4	1.4	-0.8	-3.2	-3.0	31.6	-2.2	-6.1	2.8	17.3
> O=C1COc2ccc(S(=O)(=O)N3CCN(c4ccccc4F)CC3)cc2N1
  -1.0	0.1	-1.7	2.3	-3.7	-14.4	4.4	-2.2	-2.0	3.7
> CCOC(=O)c1sc(NC(=O)COc2ncnc3ccccc23)c(C(=O)OCC)c1C
  4.7	-1.8	2.5	-0.6	-0.3	-0.5	-10.3	-20.4	.	-6.5

Three compounds from above with just Mtb FBA inh and CCHF vOTU inh:
SMILES,Mtb FBA inh,CCHF vOTU inh
CCCOc1ccc(C2NC(=O)NC(c3ccccc3)=C2C(C)=O)cc1OCC (stereo not drawn),3.0,8.3
Cc1ccc[n+](CC(=O)Nc2cccc([N+](=O)[O-])c2)c1,2.2,-12.8
CCC(CC)NCc1ccc2c(c1)c1ccccc1n2CC,-0.9,-4.4

One compound at a time, from the list above:
Results for Cc1nn(-c2ncc(C(F)(F)F)cc2Cl)c(=O)n1-c1cccc(Cl)c1 = GDH-TPI counter = -5.0; Mtb FBA inh = 2.9; Mtb UGM inh = 0.8; BoNT-F LC inh = ?; FadD28 binding = -4.8; VHR inh abs = 14.5; Rv3671c inh = 4.7; MazEF act = 7.4; BioA inh = -2.8; CCHF vOTU inh = 2.4
Results for Cc1ccc[n+](CC(=O)Nc2cccc([N+](=O)[O-])c2)c1 = GDH-TPI counter = 1.3; Mtb FBA inh = 2.2; Mtb UGM inh = -1.3; BoNT-F LC inh = 0.4; FadD28 binding = 0.7; VHR inh abs = 11.8; Rv3671c inh = 10.9; MazEF act = 2.0; BioA inh = .; CCHF vOTU inh = -12.8
